Screening data deposited in PubChem BioAssay by several laboratories.
Runt-SMMHC FRET: inhibitors of RUNX1 Runt–CBFb-SMMHC binding, primary screen, biochemical, FRET, Cerulean-Runt, Venus-CBFb-SMMHC, uHTS. Runt-related transcription factor 1 (Homo sapiens) + Core-binding factor subunit beta …. Cerulean-Runt/Venus-CBFb-SMMHC FRET ratio 530/480, 1 h. inhibition, % at 20 µM. hit rate 0.74% among 220,000. AID 1434, 2008;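 active = mean inhibition across duplicate retests at 20 µM reaching about 50%, limit read from the data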;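 also: 0% = DMSO wells and 100% = wells with excess untagged CBFb-SMMHC; inhibitors lower the FRET ratio by blocking Runt binding to CBFb-SMMHC; some results filed as inactive read as strong as hits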
Hck-Nef inh: inhibitors of Nef-activated human Hck kinase, primary screen, biochemical, Z-Lyte FRET, 384-well, Hck-YEEI; inhibition, % at 20 µM; Tyrosine-protein kinase HCK (Homo sapiens), P08631; hit rate 0.68% among 220,000; Recombinant Hck-YEEI plus Nef, Z-Lyte FRET kinase assay;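 active = Hck-Nef kinase inhibition above about 50%, limit read from the data; inactive = inhibition below that limit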;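 also: 0% = DMSO with Hck plus Nef and 100% = Hck alone without Nef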
p97 inhibitor: inhibitors of human p97 ATPase, primary screen, biochemical; recombinant p97 ATPase, Kinase-Glo ATP luminescence, 3 h; inhibition, % at 8 µM; AID 1481, 2009; Transitional endoplasmic reticulum ATPase (Homo sapiens), P55072; hit rate 0.42% among 220,000; in the data active = inhibition above about 15%;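 also: 0% = DMSO vehicle and 100% = wells lacking enzyme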
Target sequence (P55072 whole entry, looked up): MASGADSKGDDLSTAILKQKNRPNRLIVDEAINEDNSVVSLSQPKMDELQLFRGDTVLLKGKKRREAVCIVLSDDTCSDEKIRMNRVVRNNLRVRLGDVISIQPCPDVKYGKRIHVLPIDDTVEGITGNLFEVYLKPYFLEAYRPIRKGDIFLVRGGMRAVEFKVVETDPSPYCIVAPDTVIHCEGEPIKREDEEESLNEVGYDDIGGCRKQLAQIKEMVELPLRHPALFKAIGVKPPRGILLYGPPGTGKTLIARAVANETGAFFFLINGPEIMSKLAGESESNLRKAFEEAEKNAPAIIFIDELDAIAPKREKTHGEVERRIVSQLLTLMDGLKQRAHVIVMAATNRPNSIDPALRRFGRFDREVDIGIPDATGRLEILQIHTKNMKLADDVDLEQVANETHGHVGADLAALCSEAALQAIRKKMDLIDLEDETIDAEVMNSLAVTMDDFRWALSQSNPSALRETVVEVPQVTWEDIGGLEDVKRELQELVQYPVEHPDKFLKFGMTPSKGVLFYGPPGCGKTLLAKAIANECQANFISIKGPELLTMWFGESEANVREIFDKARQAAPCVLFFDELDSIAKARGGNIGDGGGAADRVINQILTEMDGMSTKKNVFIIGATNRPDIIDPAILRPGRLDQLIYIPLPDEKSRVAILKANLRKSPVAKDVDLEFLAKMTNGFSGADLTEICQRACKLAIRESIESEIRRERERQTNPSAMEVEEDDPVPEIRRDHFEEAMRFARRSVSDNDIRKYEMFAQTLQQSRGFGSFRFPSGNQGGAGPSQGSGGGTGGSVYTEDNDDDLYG
NPY1 pot ag: NPY-Y1 receptor potentiators or agonists, primary screen, cell-based; NPY-Y1 expressing cells, potentiator/agonist activation; activation, % at 3.6 µM; hit rate 0.37% among 220,000; AID 1304, 2008; in the data active = activation above about 33%, passing the limit was not always enough;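 also: cells stimulated with NPY at EC10 then isoproterenol at EC100; 0% = low agonist plus stimulus and 100% = saturating agonist plus stimulus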
Runt-CBFb FRET: inhibitors of RUNX1 Runt–CBFb binding, primary screen, biochemical, FRET, Cerulean-Runt, Venus-CBFb, uHTS; hit rate 0.46% among 220,000; inhibition, % at 20 µM; Cerulean-Runt/Venus-CBFb FRET ratio 530/480, 1 h; AID 1496, 2009;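 active = inhibition over about 50% at 20 µM in the single-dose screen, limit read from the data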;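 also: 0% = DMSO wells and 100% = excess unlabeled CBFb competitor control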
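Measured by: fluorescence energy transfer, 422 nm excitation, 530/480 nm emission; Assay system: Cerulean-Runt domain; Medium: Tris pH 7.5 buffer with BSA; Measure: loss of energy transfer signal; Controls: 5 µM unlabeled CBFb as full-inhibition high control; Incubation: protein complex preformed 1 h, compound exposure 1 h, room temperature, dark.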
NPY-Y2 PAM-ag: NPY-Y2 potentiators or agonists, primary screen, cell-based. cells expressing NPY-Y2, potentiator/agonist read-out. activation, % at 3.6 µM. hit rate 0.45% among 220,000. AID 1359, 2008; in the data active = activation above about 27%;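 also: cells stimulated with NPY near EC25 plus isoproterenol at EC100; 0% = vehicle plus submaximal agonist and 100% = vehicle plus saturating agonist; some results beyond the cut were filed as inactive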
NPY-Y1 antag: NPY-Y1 receptor antagonists, primary screen, cell-based | AID 1040, 2008 | HEK293-CNG Y1 cells, membrane potential fluorescence; NPY at EC95, then isoproterenol | hit rate 1% among 200,000 | inhibition, % at 3.6 µM;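 active = inhibition above the campaign mean inhibition of all tested compounds plus 3 SD, cut at about 20% in these data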;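 also: 0% = DMSO wells given NPY plus isoproterenol and 100% = isoproterenol alone without NPY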
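Test system – HEK293 Y1/CNG channel cell line · Also added – NPY agonist 25 nM, then isoproterenol 1 µM plus Ro 20-1724 25 µM · Compound dosing – one concentration, 3.6 µM, in 0.4% DMSO · Schedule – compound incubation 1 h at room temperature, readout 45 min post-stimulation · Technique – fluorescence, membrane potential probe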
Mdm2 ligase inh: MDM2-luciferase reporter signal enhancers, primary screen, MDM2 E3 ligase inhibitor project, cell-based, luminescence, 1536-well; E3 ubiquitin-protein ligase Mdm2 (Homo sapiens), Q00987; cell-based MDM2 ubiquitination luciferase reporter, 2 h; 0 = plate control, 100 = twice control, blank-subtracted; signal enhancement, % at 5 µM; hit rate 0.11% among 210,000; AID 1230, 2008;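 active = signal enhancement of 30% or more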;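 also: luminescence tracks abundance of the self-degrading MDM2-luciferase fusion protein; higher signal means inhibition of MDM2 E3 ligase activity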
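Assay system: mammalian cells stably expressing self-ubiquitinating, self-degrading MDM2 E3–luciferase fusion. Quantity: 2000 cells in each well. Medium: DMEM culture medium. Compound dosing: single-point 5 µM. Timing: cell settling 4 h, compound treatment 2 h, both 37 °C. Technique: luciferase luminescence. Read-out basis: percent signal gain over controls, blank-subtracted. Benchmarks: plate controls and plate blanks.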
RBBP9 inhibitor: human RBBP9 inhibitors, primary screen, biochemical, fluorescence polarization, FP-Rh probe, HTS; Serine hydrolase RBBP9 (Homo sapiens), O75884; inhibition, % at 7.94 µM; AID 1515, 2009; recombinant RBBP9; hit rate 0.2% among 220,000;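 active = inhibition above the campaign mean of all tested compounds plus 3 SD, cut at about 14% in these data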;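 also: plate controls were DMSO wells with RBBP9 for no effect and wells lacking RBBP9 protein for full effect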
Target sequence (O75884 whole entry, looked up): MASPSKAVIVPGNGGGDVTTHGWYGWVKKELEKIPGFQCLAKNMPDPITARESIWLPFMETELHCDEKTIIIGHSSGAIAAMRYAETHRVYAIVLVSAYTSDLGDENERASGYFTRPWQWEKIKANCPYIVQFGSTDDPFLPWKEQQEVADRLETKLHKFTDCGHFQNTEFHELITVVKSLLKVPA
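Measured by – fluorescence polarization · Test system – RBBP9 protein · Input – 2.5 µM RBBP9 dispensing solution, before mixing · Measure – percent inhibition from mP, scaled between DMSO and no-protein wells · Benchmarks – DMSO-treated enzyme wells and wells lacking RBBP9 · Times – preincubation 30 min plus labeling 45 min at 25 °C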
* hit, by the source's call; . = no result given.

SMILES	Runt-SMMHC FRET	Hck-Nef inh	p97 inhibitor	NPY1 pot ag	Runt-CBFb FRET	NPY-Y2 PAM-ag	NPY-Y1 antag	Mdm2 ligase inh	RBBP9 inhibitor
NNC(=O)CNC(c1ccccc1)c1cc(Br)ccc1NC(=O)CCN1CCOCC1 (stereo unspecified)	-10	-1	19*	-15	-2	-7	1	-4	-9
O=S(=O)(CC(CN1CCCC1)N1CCCC1)c1ccc2ccccc2c1 (stereo unspecified)	1	1	-5	3	1	-25	11	-10	-8
COc1ccc(OC)c(S(=O)(=O)N2CCC(C(=O)N3CCN(Cc4ccccc4)CC3)CC2)c1	-3	-2	-4	-16	-2	-12	-6	-8	-4
OC(CNCc1ccccc1C(F)(F)F)C(F)(F)F (stereo unspecified)	-6	-2	2	4	1	-5	0	-12	3
CCC(=O)NC(O)C(=O)c1ccc(C)cc1 (stereo unspecified)	2	0	-4	0	-2	-6	3	-9	3
CCN1C=CC2=C(C#N)C(N)C(C#N)(C#N)C(c3ccccc3C(F)(F)F)C2C1 (stereo unspecified)	83*	32	3	3	76*	10	-2	-6	-4
O=C(COC(=O)c1cc(=O)c2ccccc2o1)NCC1CCCCC1	0	20	7	5	-1	7	5	15	-5
O=C(O)CNC(=O)c1ccccc1Br	1	19	6	-7	-1	-3	-3	0	-4
Cc1nn(C(C)C(=O)N2CCCCC2)c(=O)c2c1sc1ccccc12 (stereo unspecified)	-3	1	3	8	-2	3	1	-9	1
CCc1nnc(NC(=O)CSc2nnc(CNc3cccc(C)c3)n2-c2ccccc2)s1	-1	1	2	7	-1	3	2	-26	1
Cc1cccc(Oc2ccc(C(=O)NC3CCSC3=O)cn2)c1C (stereo unspecified)	1	1	1	-37	0	9	8	-20	-5
O=C(CCCN1C(=O)/C(=C\c2cccs2)SC1=S)NNC(=O)c1cccnc1	-1	19	5	-7	1	-2	2	-3	-4
CCOC(=O)C(CC)/C(C)=N/NC(=O)c1ccccc1[N+](=O)[O-] (stereo unspecified)	-1	1	-1	13	-2	-9	1	1	-12
COc1ccc(Nc2nc(C)cc(=O)[nH]2)c(OC)c1	-2	3	-2	-5	-1	-6	9	-3	-4
COc1ccccc1-c1cc(C(F)(F)F)nc(N2CCN(c3ccc(F)cc3)CC2)n1	-5	1	4	4	-4	14	4	.	1
Cc1ccc(C(=O)N2CCN(C3c4cccc5cccc(c45)C3NS(=O)(=O)c3ccccc3)CC2)cc1 (stereo unspecified)	-2	1	4	6	.	5	2	-3	-2
CCOC(=O)c1ccccc1NC(=O)c1ccc2c(=O)n3c(nc2c1)CCCCC3	-6	22	-1	-40	.	-32	3	.	-6
OCCN(Cc1ccccc1)Cc1cccc(C(F)(F)F)c1	-2	1	-3	7	-2	-2	-5	-16	-2
Cc1ccc(NC(=O)CCC2CC(C)(C)OC2=O)cc1 (stereo unspecified)	2	19	7	-6	.	1	4	31*	2
O=S(=O)(NCc1cccnc1)c1ccc(Cl)nc1	2	0	4	1	-3	2	6	-11	-1

Whole records from above.
CCC(=O)NC(O)C(=O)c1ccc(C)cc1 (stereo unspecified) reads Runt-SMMHC FRET = 2; Hck-Nef inh = 0; p97 inhibitor = -4; NPY1 pot ag = 0; Runt-CBFb FRET = -2; NPY-Y2 PAM-ag = -6; NPY-Y1 antag = 3; Mdm2 ligase inh = -9; RBBP9 inhibitor = 3
Cc1cccc(Oc2ccc(C(=O)NC3CCSC3=O)cn2)c1C (stereo unspecified) reads Runt-SMMHC FRET = 1; Hck-Nef inh = 1; p97 inhibitor = 1; NPY1 pot ag = -37; Runt-CBFb FRET = 0; NPY-Y2 PAM-ag = 9; NPY-Y1 antag = 8; Mdm2 ligase inh = -20; RBBP9 inhibitor = -5

Later entries:
SMILES	Runt-SMMHC FRET	Hck-Nef inh	p97 inhibitor	NPY1 pot ag	Runt-CBFb FRET	NPY-Y2 PAM-ag	NPY-Y1 antag	Mdm2 ligase inh	RBBP9 inhibitor
COc1ccc(NC(=S)NCCc2c[nH]c3ccccc23)c(OC)c1	-1	3	-1	27	0	-2	-1	-9	-11
Cc1ccc(CNC(=O)C(=O)Nc2nccs2)cc1	3	-4	1	-19	1	0	5	-16	3
CCN(CC)CCOC(=O)c1ccc(NC(=O)CCNC(=O)Cn2ccc3ccccc3c2=O)cc1	-2	-10	9	4	-2	-1	-3	11	0
Cc1ccc(C2(CC(=O)O)CCOC(C)(C)C2)cc1 (stereo unspecified)	-3	2	0	10	-2	8	0	-17	-7
COc1cc(/C=C/C(=O)NCCc2ccc(S(N)(=O)=O)cc2)ccc1OCC#N	-4	11	2	-5	3	5	.	.	-2
CC(=O)c1ccc(N2CCN(C(=O)Nc3cccc(F)c3)CC2)cc1	4	-3	2	6	1	5	-6	-4	4
COc1ccc(N(C(C)=O)c2nc(C)cc(C)c2C#N)c(OC)c1	2	12	12	14	0	-3	5	-9	-10
CCOC(=O)N1CCC(N2C(=O)c3ccccc3C2Nc2ccc3c(c2)OCCO3)CC1 (stereo unspecified)	0	3	-1	10	4	4	3	-34	-7
CC1=C(C(=O)OC(C)C)C(c2cn(-c3ccccc3)nc2-c2cccs2)NC(=O)N1 (stereo unspecified)	-2	-7	4	-12	-3	-10	-7	10	-1
Cc1cc(C)nc(NS(=O)(=O)c2ccc(NC(=O)CCC3COc4ccccc4O3)cc2)n1 (stereo unspecified)	-2	5	2	7	0	12	-2	3	8
S=C(NCc1ccc2c(c1)OCO2)NC1CC1	-7	-3	1	-4	1	11	7	-8	-3
Clc1ccc2nc(-c3ccncc3)cc(-c3ccccc3)c2c1	-1	0	8	20	0	0	3	-8	-2
Cc1cc(C)nc(NC(=O)c2cc(Br)ccc2Cl)n1	-3	15	-1	-41	0	-2	0	7	-3
CN(C)CCn1c(N)nc2ccccc21	-3	-4	8	-5	0	-15	.	3	0
CCOc1cc(-c2nc(C)c(C(C)=O)n2O)ccc1OCC(=O)Nc1ccccc1	7	12	4	23	0	11	8	-8	-1
Nc1nonc1C(=O)NCCN=Cc1cc(Cc2ccccc2)cc(Br)c1O	-77	43	4	2	-34	5	1	-10	-1
COc1cc(SC)ccc1C(=O)Nc1ccc(C)cc1	-5	18	0	-10	1	-6	1	2	-6
CN1CCN(S(=O)(=O)c2ccc(NC(=O)Nc3cccc(Cl)c3)cc2)CC1	-2	6	2	33	1	27	-9	-4	-18
CCCCOc1ccc(/C=C/C(=O)OCC(=O)N2CC(=O)Nc3ccccc32)cc1OCC	-6	0	2	-20	-7	-5	0	-4	-11
CC(C)C(C(=O)Nc1ccc(S(=O)(=O)N2CCOCC2)cc1)N1C(=O)c2ccccc2C1=O (stereo unspecified)	-6	1	-3	-2	-2	10	-2	2	-9
Cc1[nH]nc(-c2ccc(O)c(C)c2O)c1-c1cnn(-c2ccccc2)c1	-1	2	6	6	1	4	-3	-16	-4
CN(C)CCCNC(=S)N1CCn2c(nc3ccccc32)C1	-1	1	-2	-20	0	2	-1	-7	-9
COc1nc(N(c2ccccc2)c2ccccc2)nc(-n2ccnc2)n1	-6	1	-1	6	-5	22	-1	-6	6
Cc1cccc(NC(=O)CSc2nnnn2-c2ccc3c(c2)OCCO3)n1	.	19	2	-5	.	-1	19	8	-6
COc1cc(NC(=O)Cc2c(C(=O)O)[nH]c3ccccc23)cc(OC)c1OC	-4	0	4	3	-1	1	5	-14	-2
Cc1ccc(-n2c(SCC(=O)NCCN3C(=O)CSC3=O)nnc2-c2cccc(C)c2)cc1	0	3	-4	-17	-2	-1	0	-9	-5
Cc1cc2cc(CNC(=O)c3cc4ccccc4o3)ccc2n1C	-4	2	8	-9	-1	3	-1	-17	-5
Cc1ccc(C)c(NC(=S)Nc2cccc3cnccc23)c1	-7	18	4	-1	33	11	-1	2	3
CC1(C)C2([N+](=O)[O-])CN3CC1([N+](=O)[O-])CN(C2)C3c1ccccc1 (stereo unspecified)	0	0	-3	-13	.	8	1	-7	-6
Cc1cc(C(=O)COC(=O)c2cc(Cl)ccc2N)c(C)n1Cc1ccco1	4	8	3	22	1	10	-2	-5	-9
CC1CCCN(Cc2c(O)ccc3c4c(c(=O)oc23)CCCC4)C1 (stereo unspecified)	79*	64*	1	-19	45	-27	.	-5	-8
Cc1ccc(C(O)Cn2cc([N+](=O)[O-])nc2C)cc1 (stereo unspecified)	1	17	-1	-4	-1	2	.	-11	-9
COc1ccc(C(C)(C)C)cc1NC(=O)Cn1cnnn1	0	-5	2	-18	1	-11	4	4	-2
COc1cc(-c2nnc3sc(C4CCCCC4)nn23)cc(OC)c1OC	-6	0	0	-46	-7	-15	11	-12	-8
CC1Cc2cc(/C(O)=C3\C(=O)C(=O)N(CCN(C)C)C3c3ccccc3F)ccc2O1 (stereo unspecified)	2	1	4	-12	-1	4	0	-9	-4
Cc1ccc(-c2cc(C(F)F)nc(N3CCOCC3)n2)cc1	-2	-5	0	-15	-2	-1	9	-8	-1
O=C(CN1CCN(C(=O)c2ccccc2)CC1)Nc1ccc(Br)cn1	1	2	4	-2	0	9	11	-2	2
COc1ccccc1/C=C/CN1CCCC(CO)(Cc2cccc(Cl)c2)C1 (stereo unspecified)	-3	0	-1	-12	0	-39	13	-22	-1
CC(Oc1ccc(Cl)cc1)c1ccc(C#N)c(=O)[nH]1 (stereo unspecified)	1	-15	2	-15	-1	-16	6	-11	3
COc1cc(Cc2nc3ccc(S(=O)(=O)N4CCOCC4)cc3[nH]2)cc(OC)c1OC	4	4	3	-7	2	-19	3	-11	0
